# ERK EGF block: inhibitors of EGF-stimulated ERK signaling pathway; HEK293-V1b, EGF-stimulated phospho-ERK AlphaScreen; actives 0.41% (n = 130,000); Potency, µM (top dose mostly 11.5 µM), inactives show top-dose activity change, negative = inhibition, actives largely listed as inhibitors; active = well fitted inhibition curve with a large enough effect; inconclusive = small, poorly fitted or top-dose-only effect, or effect the other way;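 also: plate controls were stimulated vehicle wells for no effect and unstimulated vehicle basal for full effect; nearly all actives have a fitted effect of over 55% in size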
#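 HEK293 cells stably expressing V1b receptor, serum-reduced (1% FBS) overnight, got compound for 30 min at 37C, then 25 nM EGF for 5 min. Lysate phospho-ERK read by AlphaScreen SureFire; AC50 from Hill fits.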
# Active calls of the source: *; ? = inconclusive; [ ] = remark or other dose. Potency is read from the fitted curve at half-maximal effect. Only part of the results is shown. The share of hits here may be higher or lower than overall.
# Start of the listing, in advance (two entries):
SMILES | ERK EGF block
Cn1cnnc1SC1CCCCC1NS(=O)(=O)c1ccc(Cl)cc1 (stereo not drawn) | -11.5%
COc1cc(C2Nc3ccccc3C(=O)N2c2ccccc2)ccc1O (stereo not drawn) | -13.1%[57.5 µM]

# Results, from the start:
SMILES | ERK EGF block
Cn1cnnc1SC1CCCCC1NS(=O)(=O)c1ccc(Cl)cc1 (stereo not drawn) | -11.5%
COc1cc(C2Nc3ccccc3C(=O)N2c2ccccc2)ccc1O (stereo not drawn) | -13.1%[57.5 µM]
COCCCNC(=O)COc1ccc(S(=O)(=O)NCc2ccccc2)cc1Cl | 2.9%
Cc1cc(C)c2nc(-c3ccccn3)cc(C(=O)NCCc3ccc(S(N)(=O)=O)cc3)c2c1 | 6.2%[57.5 µM]
CC(C)(C)[C@H]1C=C(C(=O)N2CCN(Cc3ccc4c(c3)OCO4)CC2)O[C@@H](OCCCCO)C1 | -10.9%[57.5 µM]
OCCNc1nc2nonc2nc1NCCO | -1.8%
O=S(=O)(c1cccc2nonc12)N1CCCCCC1 | -3.6%
CCN(CC(=O)Nc1ccc(NC(C)=O)cc1)CC(=O)Nc1ccccc1C(=O)c1ccccc1 | -8.7%
O=c1c2cc(-c3ccccc3)sc2nc2n1N=C(c1ccccc1)CS2 | 10.4%[57.5 µM]
CCCCCCC(=O)N(O)C1CC(=O)N(Cc2ccccc2)C1=O (stereo not drawn) | -1.4%[57.5 µM]
CN(C)S(=O)(=O)c1ccc(C(=O)NC2CCCc3ccccc32)cc1 (stereo not drawn) | -4.8%
Cc1ccccc1OCC(=O)N/N=C/c1ccc(N(C)C)cc1 | 3.2%
O=C(O)COc1ccccc1/C=N/NC(=O)CSc1nc2ccccc2n1Cc1ccccc1 | 5.5%[57.5 µM]
COC(=O)c1ccc(/C=N/Nc2nc(C)c(C)s2)cc1 | -1.2%[57.5 µM]
COc1cccc(-c2nnc(-c3ccccc3NC(=O)c3ccc(C(C)(C)C)cc3)o2)c1 | -13.2%[57.5 µM]
CC(=O)Nc1cccc(NC(=O)c2ccc(C)c([N+](=O)[O-])c2)c1 | 11.9%
O=C1NC(Cc2c[nH]c3ccccc23)C(=O)N1Cc1ccc(CN2C(=O)NC(Cc3c[nH]c4ccccc34)C2=O)cc1 (stereo not drawn) | 18.8%
Cc1ccc(-n2nc3ccc(NC(=O)c4cccc([N+](=O)[O-])c4C)cc3n2)cc1 | 8.3%
Fc1ccc(NC(=S)NCc2cccnc2)cc1 | 4.4%
CCOC(=O)CC(NC(=O)CCc1c(C)nc2nc(C)nn2c1C)c1ccc(C)cc1 (stereo not drawn) | 1.6%
Cc1nc([N+](=O)[O-])c(C(=O)OCc2ccccc2Br)n1C | 5.2%[57.5 µM]
COc1ccc(/C=C/C2=NN(Cc3ccccc3)C(=O)CC2)cc1 | -0.8%
CCCOc1ccc(S(=O)(=O)N2C(=O)CC(=O)N(Cc3ccc(OCC)cc3)C2=O)cc1 | -0.8%[57.5 µM]
COc1cccc(-c2nnn(C/C(N)=N/O)n2)c1 | -3.4%
CCCC(=O)Nc1ccc(Cl)c(NC(=S)NC(=O)c2ccco2)c1 | 1.6%
Cc1scc(C(=O)N/N=C/c2ccsc2)c1C | -7.9%
Cc1ccc(C#N)c(SCC(=O)Nc2nccs2)n1 | 3.3%
COC(=O)c1cc(=O)n(Cc2cccs2)c(=Nc2ccccc2)s1 | ?
COc1cccc(C(=O)NCc2ccc3c(c2)cc(C)n3C)c1 | 0.7%
Cc1c(C(=O)/C=C/N(C)C)nnn1-c1ccc(Cl)cc1C#N | -5.0%[57.5 µM]

# The listing continues.
SMILES | ERK EGF block
C/C(=N\NC(=O)c1cc(C)[nH]n1)c1cccs1 | -7.1%
COc1ccc(CN2CCCC(C(=O)c3cccc(C(F)(F)F)c3)C2)cc1O (stereo not drawn) | 3.1%
CCC(CC)C(=O)NCc1cccnc1 | -17.9%
CCOc1ccc(-n2c(SCC(=O)Nc3ccccc3CC)nc3n[nH]c(C)c3c2=N)cc1 | 6.1%
COc1cccc(NC(=O)CN2CCSc3ccccc32)c1 | -24.5%[57.5 µM]
CCc1cccc(CC)c1NC(=O)CO/N=C(\C)c1cccs1 | -10.9%
CC(C)CC(NC(=O)C(CC(C)C)NC(=O)OC(C)(C)C)C(N)=O (stereo not drawn) | -7.8%
Cc1ccc(CC(=O)NCCS(=O)c2ccc(C)cc2)cc1 (stereo not drawn) | 0.6%
COc1ccccc1-c1oc2ccccc2c(=O)c1OC | -1.3%
Cc1ccc(/C=C/C(=O)N(Cc2cccs2)C2CCS(=O)(=O)C2)cc1 (stereo not drawn) | -0.3%[57.5 µM]
CC(=O)Nc1c(O)nc(SCC(=O)Nc2nnc(CC(C)C)s2)[nH]c1=O | 9.2%
CCOc1ccc(NC(=O)c2ccc(CSc3nnc(C)s3)cc2)cc1 | 12.5%
O=C(CN1CCC(C(=O)c2cccc(Cl)c2)CC1)Nc1ccc(C(=O)O)cc1 | -3.5%
O=C(Nc1cc2ccccc2oc1=O)c1ccccc1 | 3.6%
COc1ccc(NC(=O)CCC(=O)NCCO)cc1 | -10.3%
CCC(=O)Nc1cccc(C2=NOC3(C2)C[C@H](C(N)=O)N(C(=O)c2ccc(Cl)cc2)C3)c1 (stereo partly drawn) | -10.0%[57.5 µM]
Cc1nc2ccccc2cc1C(=O)Nc1ccccc1Cl | 0.3%
Cc1cc(C)nc(N/N=C/c2ccccc2Cl)n1 | -3.5%[57.5 µM]
Cc1cc(C)c2[nH]c(=O)c(CN(Cc3cccnc3)C(=S)NCCCN(C)C)cc2c1 | -3.3%
COc1cc2nc(CN3CCN(S(=O)(=O)c4ccc(Cl)cc4)CC3)[nH]c(=O)c2cc1OC | 4.2%
Cc1ncc(C[n+]2csc(CCOC(=O)C34CC5CC(CC(C5)C3)C4)c2C)c(N)n1 | 4.5%
CC(Sc1nnc(COc2ccc([N+](=O)[O-])cc2)n1C)C(=O)O (stereo not drawn) | -8.3%
COc1ccc(C(=O)[C@]2(C)C=C(c3ccc(OC)cc3)[C@H](C)C2)cc1 | -0.1%
O=C(c1ccco1)[C@@H]1[C@@H]2C(=O)N(c3ccc(F)cc3)C(=O)[C@@H]2[C@H]2C=Cc3ccccc3N21 | -1.2%
CCc1ccc(/C=C2\Oc3cc(OC(=O)N4CCOCC4)ccc3C2=O)cc1 | ?
O=C(N/N=C/CCc1ccccc1)c1ccc(CN2c3cccc4cccc(c34)S2(=O)=O)cc1 | 9.2%
CCc1c(C)[nH]c2ccc(OC)cc2c1=S | 2.7%
O=C1NCN(c2ccccc2)C12CCN(CCCC(c1ccc(F)cc1)c1ccc(F)cc1)CC2 | ?
CCOc1ccc(C2CC(c3ccc(F)cc3)Nc3nc(N)nn32)cc1 (stereo not drawn) | 3.4%
CCOC(=O)C1=NOC(CN(c2ccccc2)S(=O)(=O)c2ccc(Cl)cc2)C1 (stereo not drawn) | -5.4%

# (cont.)
SMILES | ERK EGF block
CCCCCCNc1nc(-c2ccc(OC)cc2)c(CCC(=O)O)s1 | -2.4%
CCn1c(=O)cc(OCC(=O)Nc2cc(C)ccn2)c2ccccc21 | -11.0%
O=S1(=O)CCC(S(=O)(=O)N2CCCCCC2)C1 (stereo not drawn) | 9.4%
CCn1cc([N+](=O)[O-])c(C(=O)Nc2nc3ccc(OC)cc3s2)n1 | -0.5%
CC(=O)N1CCN(C(=S)NC(=O)c2ccc(S(=O)(=O)N3CCOCC3)cc2)CC1 | 17.1%
Cc1ccc(NC(=O)NCc2ccc3c(c2)OCO3)cc1C | -5.1%[57.5 µM]
COC(=O)C1(C)C=C2C(=C(c3ccccc3)C(=O)C2C)CN1 (stereo not drawn) | 9.7%
O=C(C1=C[C@@H](c2ccc(Br)cc2)C[C@@H](OCCCCO)O1)N1CCOCC1 | -10.5%[57.5 µM]
COc1ccc(CNC(=O)CN2C(=O)C3C4C=CC(C4)C3C2=O)cc1 (stereo not drawn) | 24.5%
C(=N\N=C\c1ccccc1)/c1ccccc1 | -5.3%
CC(=O)c1cccc(NC(=O)NCCc2c[nH]c3ccccc23)c1 | -7.4%[57.5 µM]
COc1cc(/C=C(\C#N)C(=O)NCC2CCCO2)ccc1OCC(=O)O (stereo not drawn) | -3.3%
COc1ccc(C(=O)c2coc3ccc(O)c(CN4CCOCC4)c23)cc1 | -3.8%
Cc1cccc(Nc2nc(CC(=O)O)cs2)c1 | -8.3%
O=C(NC(=S)Nc1cccc(-c2ccc(CO)o2)c1)c1cccs1 | 2.5%
COc1cc(C2c3c([nH]c(=O)[nH]c3=O)Nc3ccc4ccccc4c32)cc(OC)c1OC (stereo not drawn) | 0.3%[57.5 µM]
CN1CCc2c(sc3c2C(=O)NC(c2cccc(OC(=O)c4cccs4)c2)N3)C1 (stereo not drawn) | 5.5%
COC(=O)c1ccccc1NC(=O)NCc1c(C)nn(C)c1C | -0.7%
CC(=O)c1ccc(NC(=S)N(CCCN(C)C)Cc2ccccc2)cc1 | -5.6%[57.5 µM]
CCOC(=O)c1cc(NC(=O)Nc2ccc(Br)cc2)c(C)nc1C | 3.5%
CCN(CC)CCn1c(N)nc2ccccc21 | 6.9%[57.5 µM]
Cc1coc(=N)n1CC(=O)c1ccc(Cl)cc1 | -6.2%[57.5 µM]
COc1ccc(CN2CCNC(=O)C2CC(=O)N(C)Cc2nccn2C)cc1OC (stereo not drawn) | -11.5%[57.5 µM]
COc1ccc(-c2cc(=Nc3ccc(C(=O)O)cc3)c3cc(C)ccc3o2)cc1 | -2.7%
NC(=NC1CCCCC1)c1ccc(Cl)cc1 | -13.1%
COC(=O)Cn1c(=NC(=O)c2ccc(Cl)s2)sc2cc(C)ccc21 | -0.5%
CC(C)(C)c1cc(CN(CCO)CCO)c(O)c(C(C)(C)C)c1 | -3.2%[57.5 µM]
COc1ccccc1N1C(=O)CC(N(O)c2ccccc2)C1=O (stereo not drawn) | -6.9%[57.5 µM]
O=C(CSc1nc2ccccc2o1)N/N=C/c1ccc(C(=O)O)cc1 | -5.1%[57.5 µM]
CCN(Cc1cnn(C)c1)Cc1nc(Cc2ccccc2Cl)no1 | -1.8%

# The listing continues:
SMILES | ERK EGF block
CC1CCc2c(C(=O)Nc3ccccn3)csc2C1 (stereo not drawn) | 20.8%[57.5 µM]
CC(=O)Nc1ccc(SCC(=O)O)cc1 | 10.4%
Cc1ccc(C(=O)O)cc1NC(=O)CCc1ccccc1 | -9.3%
CCOC(=O)c1cc(-c2ccccc2)n(CC(=O)Nc2ccc(OC)cc2)c1C | -1.2%
Cc1ccc(Cl)cc1NC(=O)COC(=O)c1ccccc1O | 6.8%[57.5 µM]
C=CCOc1ccc2nnc(C)n2n1 | -5.4%
CC(=O)N1c2c(cc(Br)cc2S(=O)(=O)Nc2c(C)n(C)n(-c3ccccc3)c2=O)CC1C (stereo not drawn) | 3.2%
CSc1nc(NCc2ccco2)c2c3c(sc2n1)CN(C)CC3 | 1.6%[57.5 µM]
Cc1cc(OCC(=O)N(C)C2CCCCC2)ccc1Cl | 9.7%
COc1cc(OC)cc(C(=O)N[C@H](C(=O)OCn2nnc3ccccc3c2=O)C(C)C)c1 | -10.6%
CCCNC(=S)N1CCC(C(=O)c2ccc3c(c2)OCCO3)CC1 | 2.3%
CCN(CC)c1ccc(S(=O)(=O)N2CCOCC2)cc1NC(=O)c1cc(=O)c2ccccc2o1 | 5.6%
COc1cc(/C=C2\SC(=Nc3ccccc3)N(Cc3ccco3)C2=O)ccc1OC(C)C(=O)O (stereo not drawn) | 23.2%
CCN(CC(=O)Nc1sc2c(c1C#N)CCC(C)C2)CC(=O)NC1CCS(=O)(=O)C1 (stereo not drawn) | -10.9%
Nc1nc(N)nc(COc2ccccc2)n1 | -2.8%
Cc1nc(C/C(=N\Nc2ccccc2)c2ccc(O)cc2O)cs1 | 1.1%
O=C(/C=C/c1ccccc1)NC(N1CCOCC1)C(Cl)(Cl)Cl (stereo not drawn) | -0.8%
C(=N\Nc1nn2cnnc2c2ccccc12)/c1ccco1 | -0.4%
Cc1oc(C(C)(C)C)cc1C(=O)Nc1ccc2c(c1)OCO2 | -7.8%[57.5 µM]
CCN(CC)S(=O)(=O)c1ccc(N2CCOCC2)c(NC(=O)c2cc(=O)[nH]c3ccccc23)c1 | -0.1%
O=C1CC(N2CCSCC2)C(=O)N1c1cccc(Cl)c1 (stereo not drawn) | 6.5%
C/C(=N\NC(=O)c1ccc(NS(=O)(=O)c2cccs2)cc1)c1cccs1 | ?
CC12CS(=O)(=O)CC1SC(=S)N2Cc1ccccc1 (stereo not drawn) | -1.5%
Cc1nc2c(C)cccn2c1C(=O)N/N=C/c1ccccc1[N+](=O)[O-] | 10.2%[57.5 µM]
CC(=O)/C(C#N)=C1\NC(=O)C(Cc2ccccc2)S1 (stereo not drawn) | 10.1%[57.5 µM]
CC(=O)Nc1ccc(S(=O)(=O)N[C@@H](C)C(=O)OCc2cc([N+](=O)[O-])cc3c2OCOC3)cc1 | 5.7%[57.5 µM]
O=C(/C=C/c1ccc(Cl)cc1)Nn1c(-c2cccs2)nc2ccccc2c1=O | 1.8%
O=c1[nH]c(-c2ccccn2)cc2ccccc12 | 5.3%
CCC(=O)N(C)CCc1cc2c(c(OC)c1/C=N/Nc1ccc(C(=O)O)cc1)OCO2 | -14.4%[57.5 µM]
CCC(C)NC(=O)Cn1cnc([N+](=O)[O-])c1 (stereo not drawn) | -6.9%
CCOc1ccc(NC(=O)C2=C(C)NC(=S)NC2c2ccc(O)c(OC)c2)cc1 (stereo not drawn) | 13.4%
CC(C)(O)[C@H](O)COc1c2ccoc2cc2oc(=O)ccc12 | -0.8%
COC(=O)c1ccc(NC(=O)Cn2nnc(-c3cccs3)n2)cc1 | -6.6%

# Bioassay records from PubChem.
